High-throughput results from PubChem BioAssay.
APJ agonist: agonists of human APJ apelin receptor | P35414 | CHO-K1 APJ PathHunter beta-arrestin, luminescence; 0% DMSO wells, 100% apelin | activation, % at 20 µM | 330,000 compounds, 0.11% hits;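 active means activation more than six SD over the plate average, tested at 20 µM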;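 further: 0% = DMSO alone and 100% = apelin-13 at 10 nM; some results filed as inactive read as strong as hits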
Target sequence (P35414 whole entry, looked up): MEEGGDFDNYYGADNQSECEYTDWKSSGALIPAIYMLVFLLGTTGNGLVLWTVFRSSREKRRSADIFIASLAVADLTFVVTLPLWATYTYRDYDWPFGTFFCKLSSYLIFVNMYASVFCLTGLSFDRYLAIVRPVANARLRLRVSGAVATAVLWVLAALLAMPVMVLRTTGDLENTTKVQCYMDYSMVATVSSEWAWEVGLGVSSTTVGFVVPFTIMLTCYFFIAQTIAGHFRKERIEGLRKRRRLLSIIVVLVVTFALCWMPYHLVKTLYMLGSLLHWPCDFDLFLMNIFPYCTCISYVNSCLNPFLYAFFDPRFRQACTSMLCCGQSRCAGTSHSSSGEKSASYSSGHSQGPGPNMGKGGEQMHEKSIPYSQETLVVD
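Test system: CHO-K1 APJ beta-arrestin complementation cell line | Compound: Single test compound dose, 20 µM final, 1% DMSO | Incubation: Compound 90 min 25 °C, reagent 1 h | Measured by: beta-gal luminescence | Read-out basis: APJ–arrestin association signal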
CHOP UPR activ: activators of apoptotic arm of unfolded protein response (CHOP); CHO-CHOP luciferase reporter, UPR activation, luminescence; percent of tunicamycin response over DMSO baseline; activation, % at 10 µM; 330,000 compounds, 0.34% hits; AID 449763;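 active means at 10 µM dose, activation of 40% or more, normalized to positive control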;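 further: 100% = tunicamycin at 10 µg/mL and 0% = DMSO alone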
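Evaluation: % reporter activation, DMSO baseline versus tunicamycin full activation; System: CHO-CHOP luciferase reporter cell line; Input: 500 cells/well; Incubation: 6 h compound treatment, 37 °C; Measured by: Steady-Glo luciferase luminescence; Dosing: one dose, 10 µM in 0.5% DMSO; Buffer or medium: F12 medium, 10% FBS; Benchmarks: positive tunicamycin 10 µg/mL, negative DMSO alone.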
UPR XBP1 act: adaptive UPR (XBP1) activation | 330,000 compounds, 0.33% hits | CHO-XBP1 luciferase reporter, IRE1-XBP1 UPR activation, luminescence; percent of tunicamycin response, DMSO as zero | activation, % at 20 µM | AID 463104;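 active means versus positive control, 20 µM dose yields 30% or more activation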;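 further: 100% = tunicamycin at 10 µg/mL and 0% = DMSO only wells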
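incubation = overnight seeding at 37 °C, 6 h compound treatment at 37 °C | assay system = CHO-XBP1 cells stably carrying IRE1-XBP1-driven luciferase reporter | input = 1000 cells per well | detection = luciferase luminescence | dosing = single point, 20 µM final compound, 1% DMSO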
Mdm2-MdmX inh: inhibitors of human Mdm2/MdmX interaction | O15151+Q00987 | inhibition, % at 8 µM | AID 485346 | SaOS-2 split-luciferase Mdm2/MdmX complementation, luminescence | 330,000 compounds, 3% hits;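 active means inhibition of at least 50% at 8 µM in the primary screen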
tim23-1 inh: tim23-1 yeast growth inhibition; S. cerevisiae tim23-1 growth, BacTiter-Glo luminescence, 24 h; inhibition, % at 20 µM; 330,000 compounds, 1.3% hits; AID 463212;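 active means growth inhibition of the mutant yeast at or above 50%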;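 further: temperature-sensitive mutant grown at 25 °C; plate controls were DMSO-treated mutant yeast for no effect and medium wells lacking yeast for full effect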
APJ antagonist: APJ receptor antagonism; P35414; CHO-K1 APJ beta-arrestin complementation, luminescence; inhibition, % at 20 µM; 330,000 compounds, 0.32% hits; AID 2521;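 active means inhibition above about 40% at 20 µM, limit read from the data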;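 further: cells challenged with 10 nM apelin-13 agonist together with compound; plate controls were apelin-13 plus DMSO wells for no effect and DMSO wells lacking apelin-13 for full effect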
Jurkat NFkB inh: lowers PMA/ionomycin-induced NF-kB signal in Jurkat cells; 330,000 compounds, 0.53% hits; PMA/ionomycin-induced NF-kB luciferase reporter, luminescence; inhibition, % at 4 µM; in the data active means inhibition above about 50%
697 NFkB inh: lowers PMA/ionomycin-induced NF-kB signal in 697 B cells; 697 B-cell NF-kB luciferase reporter, 16 h; inhibition, % at 4 µM; 330,000 compounds, 0.33% hits; AID 435022; in the data active means inhibition above about 35%
An asterisk follows results filed as active.

SMILES	APJ agonist	CHOP UPR activ	UPR XBP1 act	Mdm2-MdmX inh	tim23-1 inh	APJ antagonist	Jurkat NFkB inh	697 NFkB inh
CC(NC(=O)COC(=O)/C=C/c1ccco1)c1ccccc1 (centres undefined)	-2	0.1	1	0	20	7	7	-1
NC(=O)CSCc1cccc(Br)c1	-1	-1.1	0	20	-3	1	8	27
CN(CC(=O)NCc1ccc(F)cc1)CC(=O)Nc1ccc(Cl)c(C(F)(F)F)c1	0	3.9	-5	33	14	-26	12	1
O=C(COc1coc(CN2CCc3ccccc3C2)cc1=O)N1CCOCC1	1	-0.2	0	23	13	16	4	3
CCCCn1c(CCC)nc([N+](=O)[O-])c1Sc1ccc(Cl)cn1	1	-1.2	-1	63*	47	3	14	18
COc1ccc(CCN2CC(C#N)=C3c4cc(OC)c(OC)cc4CCN3C2)cc1OC	4	0.6	1	-9	5	9	10	16
COc1ccc(Cl)cc1C(Nc1cccnc1)c1ccc2cccnc2c1O (centres undefined)	-5	-0.6	0	67*	24	11	6	-58
COc1ccc(OC)c(NC(=O)C(=O)NNC(=O)COc2ccc(Br)cc2C)c1	-5	-0.6	4	18	-7	0	-1	3
O=C(CC1CC2CCC1C2)Nc1nc(-c2ccccn2)cs1 (centres undefined)	-4	5.7	1	22	41	4	-25	-9
CC(=O)N1CC=CC1(CC(C)C)C(=O)NCc1cc(F)cc(C(F)(F)F)c1 (centres undefined)	9	-0.3	-2	-12	13	-50	-4	-21
Cc1cc(N2C(=O)C(O)=C(C(=O)c3cccs3)C2c2ccc(F)cc2)no1 (centres undefined)	0	3.4	3	20	-5	14	3	18
CCCN(C(=O)CCSc1ccc(F)cc1)c1c(N)n(Cc2ccccc2)c(=O)[nH]c1=O	3	0.3	-2	6	1	3	17	-9
O=C(CSc1nnc(SCc2ccccc2)s1)N/N=C/c1ccc(C(=O)O)cc1	0	-0.4	1	17	9	-18	-9	20
COCc1cnc(C)nc1N	-3	3.5	-2	20	17	6	4	20
CC(NS(=O)(=O)c1ccc(F)cc1)C(=O)NCc1ccncc1 (centres undefined)	-3	-0.8	2	4	2	-4	0	-12
CCOCC(=O)Nc1ccc(C)c(Cl)c1	-3	2.6	0	-18	23	-12	-11	8
CC(=O)Nc1ccc(S(=O)(=O)Nc2cccc(NC(=O)c3ccco3)c2)cc1	-4	0.3	0	-4	-5	10	-5	-3
COC(=O)c1cc(NC(=O)c2cc3ccccc3o2)cc(C(=O)OC)c1	1	0.3	2	11	14	-23	6	21
CCS(=O)c1ccccc1C(=O)OCC(=O)N1CCC(c2ccccc2)=N1 (centres undefined)	-2	1.6	0	2	17	-7	14	7
CC(=O)C1C(=O)C=C(c2cccs2)CC1c1ccccc1 (centres undefined)	-4	2.0	-3	12	13	9	5	13

Three structures already listed, arranged by formula weight, highest first:
SMILES	APJ agonist	CHOP UPR activ	UPR XBP1 act	Mdm2-MdmX inh	tim23-1 inh	APJ antagonist	Jurkat NFkB inh	697 NFkB inh
CCCN(C(=O)CCSc1ccc(F)cc1)c1c(N)n(Cc2ccccc2)c(=O)[nH]c1=O	3	0.3	-2	6	1	3	17	-9
Cc1cc(N2C(=O)C(O)=C(C(=O)c3cccs3)C2c2ccc(F)cc2)no1 (centres undefined)	0	3.4	3	20	-5	14	3	18
CCCCn1c(CCC)nc([N+](=O)[O-])c1Sc1ccc(Cl)cn1	1	-1.2	-1	63*	47	3	14	18

Returning to the listing; the 4 compounds before the break are reprinted first.
SMILES	APJ agonist	CHOP UPR activ	UPR XBP1 act	Mdm2-MdmX inh	tim23-1 inh	APJ antagonist	Jurkat NFkB inh	697 NFkB inh
CC(=O)Nc1ccc(S(=O)(=O)Nc2cccc(NC(=O)c3ccco3)c2)cc1	-4	0.3	0	-4	-5	10	-5	-3
COC(=O)c1cc(NC(=O)c2cc3ccccc3o2)cc(C(=O)OC)c1	1	0.3	2	11	14	-23	6	21
CCS(=O)c1ccccc1C(=O)OCC(=O)N1CCC(c2ccccc2)=N1 (centres undefined)	-2	1.6	0	2	17	-7	14	7
CC(=O)C1C(=O)C=C(c2cccs2)CC1c1ccccc1 (centres undefined)	-4	2.0	-3	12	13	9	5	13
CCOc1ccc(CNC(=O)CCCn2nc(CC)n3c(cc4occc43)c2=O)cc1	-2	1.1	0	-18	32	12	12	-1
C/C(=N\NC(=O)Cn1nc(C)c([N+](=O)[O-])c1C)c1ccco1	1	0.6	-5	12	18	-10	-9	10
O=C(NCCCN1CCOCC1)c1ccc(-n2nc(C(F)(F)F)cc2-c2cccs2)cc1	-4	-1.4	1	77*	1	11	-5	-32
Cc1coc2c(C)c3oc(=O)c(CCC(=O)NCc4ccccn4)c(C)c3cc12	-6	1.9	-2	-14	27	7	15	13
O=C(/C=C\c1cccs1)c1c(O)ccc2ccc(=O)oc12	-3	-0.2	-3	21	78*	13	16	16
CC(Sc1ncn[nH]1)C(=O)NCc1ccccc1 (centres undefined)	0	-1.1	-7	20	-12	5	-10	10
CCOc1ccc(NC(=O)c2cccc(-n3cnnn3)c2)cc1	2	4.7	0	-2	-15	-3	3	-17
COc1cc2c(cc1NC(=O)COC(=O)c1ccccc1)oc1ccccc12	-2	1.3	-2	-3	12	3	-142	-14
O=S(=O)(Cc1ccccc1)N1CCCc2ccccc21	-4	-1.0	0	11	7	18	-2	13
COc1cc(C#Cc2c(-c3cncn3C)n(C)c3ccc(-c4ccc(OC)nc4)cc23)cc(OC)c1	2	6.3	5	69*	25	-11	14	3
COC(=O)C(OC(=O)c1ccc(OC)cc1)C(=O)OC	-3	-1.1	2	34	-9	8	4	17
CC(C)CCn1nnnc1CN1CCN(C(c2ccccc2)c2ccccc2)CC1	-2	1.9	1	-6	13	-2	-14	-18
COc1ccc(C(=O)CSc2nnc(CNC(=O)c3ccccc3F)n2C)cc1OC	-1	1.1	0	2	-7	-10	-4	8
CC1CCc2c(C(=O)Nc3ccccn3)csc2C1 (centres undefined)	-1	2.9	2	-89	40	5	-106	-63
CCn1nc(C)c(CNC(=O)C2CCC(=O)N(Cc3ccc(Cl)cc3)C2)c1C (centres undefined)	-8	3.5	-1	-14	15	-10	0	24
CN(C)N1C(=O)CC(C)(c2ccc([N+](=O)[O-])cc2)C1=O (centres undefined)	-1	0.4	-1	11	3	-33	4	14
CCOC(=O)C(NC(=O)c1ccccc1)(OCc1ccc(F)cc1)C(F)(F)F (centres undefined)	0	9.8	-2	-2	18	-23	-14	-17
CC1CCN(C(=S)NC(=O)c2ccccc2)CC1	3	0.0	-3	-5	10	9	3	-19
COc1ccccc1C(=O)NC(=O)COC(=O)Cc1n[nH]c(=O)c2ccccc12	-3	0.2	-2	16	2	6	10	11
CCN(CC)c1cc(C)c2cc(NC(=O)c3cccs3)ccc2n1	4	2.8	6	17	9	-14	-39	-30
O=C(NCc1ccccc1)C1=C[C@H](C2CC2)C[C@H](OCc2ccc(CO)cc2)O1	3	-0.9	3	-19	23	15	17	17
Cc1c(NC(=O)/C(=C/c2cccs2)NC(=O)c2ccccc2)c(=O)n(-c2ccccc2)n1C	3	0.3	-3	0	11	-17	-4	5
COc1cc(/C=C2\SC(=Nc3ccccc3)N(Cc3ccco3)C2=O)ccc1OC(C)C(=O)O (centres undefined)	-1	5.4	-2	29	9	-2	3	22
COc1c2c(cc3oc(CO[C@@H]4O[C@H](CO)[C@@H](O)[C@H](O)[C@H]4O)cc(=O)c13)O[C@H](C(C)(C)O)C2	1	0.3	-1	-8	-3	1	-10	-9
N#CC1=C(N)NC(=S)C(C(N)=O)C1c1ccc([N+](=O)[O-])cc1 (centres undefined)	-5	0.5	1	-8	23	24	5	14
O=c1c2ccccc2[nH]c(=S)n1CCc1ccccc1	-3	2.4	5	-16	11	-7	-49	-107
COc1ccccc1C(=O)NCCC(=O)N(C)CC(=O)Nc1ccccc1Br	-5	1.0	-4	21	0	14	12	8
O=C(CCc1nc2ccccc2c(=O)[nH]1)OCc1nnc(-c2ccccc2)o1	-2	2.8	1	-24	13	20	5	9
COc1ccc2c(c1)c(C(=O)N/N=C/c1ccc(OC)c(OC)c1)c(C)n2C	-2	1.2	-2	12	17	-5	15	3
COc1ccc(/C(C)=N/NC(=O)c2ccccc2OCc2ccccc2)c(OC)c1	0	6.5	2	-2	19	16	-34	-38
O=C(NC(Cc1ccccc1)C(=O)O)/C(=C/c1cccc(Br)c1)NC(=O)c1ccco1 (centres undefined)	0	-2.4	-2	-16	10	6	-11	-16
N#CCC(=O)Nc1ccc(C(=O)OCC(=O)Nc2sc3c(c2C#N)CCCC3)cc1	-4	0.2	2	6	4	8	-5	-3
CC(C)N=C1SC(CC(=O)Nc2ccccc2)C(=O)N1C(C)C (centres undefined)	-1	0.8	-2	-26	33	7	9	-14
COc1ccc(C)cc1NC(=O)C(=O)NNC(=O)COc1ccc(Cl)cc1	-3	-1.5	-2	25	2	0	14	-2
COc1ccc(N2CCc3c(C)nc4c(OC)cccc4c32)cc1	-4	0.9	3	58*	1	5	64*	-124
O=C(CC(c1ccco1)S(=O)(=O)c1ccccc1)c1ccc(F)cc1 (centres undefined)	-4	3.5	-1	11	-8	10	18	11
COCCn1c(C)cc(C2=NNC(=Nc3ccccc3)SC2)c1C	-16	-0.8	-2	62*	30	16	-37	-126
CCC(C)(C)n1nnnc1C(c1ccccc1F)N1CCN(C(=O)c2ccco2)CC1 (centres undefined)	-1	0.3	-2	-8	18	4	-8	1
COCCN1C(=O)c2ccc(C(=O)NCc3ccco3)cc2C1=O	-3	2.2	-3	26	9	10	6	3
COc1cccc(-n2c(SC3CCOC3=O)nc3ccccc3c2=O)c1 (centres undefined)	-5	0.0	-1	13	11	16	14	17
Cc1cccc(NC(=O)c2ccc3c(=O)n4c(nc3c2)CCCCC4)n1	-2	-1.7	-3	-62	2	11	-101	-9
CC(C)CC(C(=O)NC(=O)NCc1ccccc1)N1C(=O)c2ccccc2C1=O (centres undefined)	-5	1.0	-3	11	10	3	6	4
CN1CCN(S(=O)(=O)c2ccc(NC(=O)c3cccc(S(=O)(=O)N4CCCC4)c3)cc2)CC1	-2	-1.7	-2	2	2	4	-12	-68
Cc1ccc(-n2c(SCC(=O)NC3CCCCC3)nc3c(c2=O)SCC3)cc1	-2	0.5	0	18	10	17	-3	-20
Cc1ccc(NC(=O)CN2C(=O)C3CC=CCC3C2=O)cc1S(=O)(=O)N1CCOCC1 (centres undefined)	0	-1.0	-1	-10	17	-5	9	11
CCOC(=O)c1cnc2ccccc2c1Nc1ccc2c(c1)OCCO2	-2	-4.0	-6	24	32	6	28	-16
Cc1cccnc1CN1CCN(Cc2nc(Cc3cccc(F)c3)no2)CC1	-6	4.2	0	2	5	2	-6	18
O=C(CC1C(=O)NCCN1Cc1cccc(F)c1F)NCCCC1CCCC1 (centres undefined)	-5	1.2	-7	16	14	8	-5	13
CSc1nnc(SCC(=O)Nc2ccc3[nH]c(=O)[nH]c3c2)s1	-2	-1.7	0	4	-14	2	5	-2
Cc1ccc2[nH]c(O)c(N=NC(=O)CCc3ccccc3)c2c1Br	-2	-0.3	-3	6	17	-9	2	19
COc1ccc(CCNC(=O)c2c[nH]c3ccccc3c2=O)cc1OC	2	-3.9	1	12	17	-21	-17	7
O=C(NCc1ccccc1Cl)C1CCC(CNc2c(N3CCCCC3)c(=O)c2=O)CC1 (centres undefined)	-2	-0.2	-1	9	-12	-2	-2	-2
COC(=O)c1ccccc1NC(=O)c1cnn2cccnc12	-4	1.0	-2	2	21	12	6	-4
